Screening data (PubChem BioAssay)
H9c2 TAG inh – inhibitors of triacylglycerol accumulation, primary screen, cell-based, uHTS, fluorescence, H9c2; H9c2 cells, Nile Red lipid (TAG) fluorescence; cells loaded with 200 µM oleic acid; inhibition, % at 12.5 µM; 0.66% of 230,000 active; AID 651582, 2012;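 active means pattern-corrected inhibition of lipid staining of at least 50% with the nuclear-stain viability signal not falling by more than 50%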;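 further: 0% = DMSO wells and 100% = triacsin C control wells; some results filed as inactive read as strong as hits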
H9c2 TAG inh DAPI viability – also measured in H9c2 TAG inh; calls as there; DAPI nuclei signal change (viability), lower = more cytotoxic, %;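 whole-well DAPI fluorescence read on a plate reader as a viability signal; minus 50 percent equals half of cells still viable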
An asterisk follows results filed as active. These rows are one share of the data (hit frequency here may not be typical).

SMILES	H9c2 TAG inh	H9c2 TAG inh DAPI viability
O=C(CN1C(=O)NC2(CCCC2)C1=O)N1CCN(S(=O)(=O)c2ccc(Cl)c(C(F)(F)F)c2)CC1	3	0
COc1ccc(NC(=O)CC23CC4CC(C2)CC(n2nnc(C)n2)(C4)C3)cc1	6	-6
COC(=O)c1cc(NC(=O)COC(=O)CCc2nc3ccccc3c(=O)[nH]2)cc(C(=O)OC)c1	2	-7
Cc1ccc(C(=O)NCCC2=CCCCC2)cc1S(=O)(=O)N1CCOCC1	22	1
Cc1cc(S(=O)(=O)N2CCCCC2)ccc1OCC(=O)Nc1ccccc1	7	-3
Cc1ccc(S(=O)(=O)NCc2ccccc2)cc1C(=O)N1CCN(c2ccccc2)CC1	-17	5
O=C(O)c1ccc(NN=CC2=C(N3CCOCC3)/C(=C/c3ccccc3)CC2)cc1	2	2
CCOc1cccc2cc(C(=O)NCc3ccccc3Cl)c(=O)oc12	6	4
CCOC(=O)c1ccc(N[C@@H]2CCN3C(=O)c4ccccc4[C@@H]3C[C@H]2O)cc1	1	-2
CC(=O)Nc1ccc(NC(=O)c2c(C)c(-c3ccccc3)nc3ccccc23)cc1	2	0
O=C(CCc1ccccc1)Nc1ccc2c(c1)OCCO2	3	-8
CC1(C)CCC(=O)N2CC[C@H]3C[C@H](OC(=O)Nc4ccc(Br)cc4)C[C@@H]1[C@H]32	2	-6
CCOC(=O)c1cc(C)nc(SC)c1C#N	0	2
Cc1oc(-c2ccccc2)nc1CS(=O)CC(=O)O (stereo not drawn)	-5	-6
COC(=O)Cn1c(C)nc([N+](=O)[O-])c1Br	-20	0
Cc1cnc(CN(C)C(=O)CC2C(=O)NCCN2CCCc2ccccc2)[nH]1 (stereo not drawn)	-10	4
Cc1cc(O)ccc1Nc1nc(-c2cccs2)cs1	13	-7
COc1cc(OC)cc(C(=O)N[C@H](C(=O)Nc2nc(-c3ccc(F)c(F)c3)cs2)C(C)C)c1	25	0
COc1ccc2c(c1)CCC/C2=N/OC(=O)c1ccccc1OC	-2	-13
OCC1=C[C@@H](O)C2C=CO[C@@H](O[C@@H]3O[C@H](CO)[C@@H](O)[C@H](O)[C@H]3O)C12 (stereo partly drawn)	13	4
CN1N=C(/C=C/c2ccccc2)CCC1=O	1	4
COc1ccc(/C=C(\NC(=O)c2ccc(C)cc2)C(=O)NCC2CCCO2)cc1 (stereo not drawn)	13	-4
CN(CCC1CCOCC1)Cc1cn[nH]c1-c1ccc(-c2ccccc2)cc1	21	-5
CCOc1ccc(NC(=O)COC(=O)CCS(=O)(=O)c2ccc(C)cc2)cc1	-5	11
CCCNC(=O)Cc1c(O)c2ccccc2[nH]c1=O	-4	-4
CCCCCC1CCC(C(=O)O)CC1 (stereo not drawn)	-3	2
Cc1ccc(N2C(=O)CCC2=O)c(C)c1	5	5
Cc1ccc(C(=O)N(Cc2nnc(-c3ccccc3Cl)o2)C2CC2)o1	7	8
CCOc1ccc(Nc2nc(N3CCCC3)nc(N3CCN(c4ccc(OC)cc4)CC3)n2)cc1	12	15
CCOC(=O)N1CCN(S(=O)(=O)c2cccc3cccnc23)CC1	-5	-6
Cn1c(SCC(=O)c2ccccc2)nnc1-c1ccncc1	5	4
CCOC(=O)C1CCN(C(=O)CCc2c(C)nc3ncnn3c2C)CC1	-4	3
CCN1CCCC(OC(=O)Nc2ccccc2)C1 (stereo not drawn)	5	-9
O=C(CCCCCCC(=O)c1ccccc1)c1ccccc1	-8	-2
Cc1c(S(=O)(=O)N(C)C2CCCCC2)c(=O)n(C)c(=O)n1C	-6	-6
COc1ccccc1NC(=O)CN1CCN(CC(=O)Nc2ccc3c(c2)OCCO3)CC1	7	-4
Cc1[nH]c(C)c2c(=O)n(Cc3ccc(Cl)cc3)ncc12	-10	4
CC(C)[C@H](NC(N)=O)C(=O)NCCc1ccc(Cl)cc1Cl	6	3
Cc1cc(C)c(C(O)c2ncc(-c3ccccc3F)[nH]2)c(C)c1 (stereo not drawn)	104	-92
CCn1nc(C)cc1C(=O)N1CCCC(Nc2ccc(F)c(F)c2)C1 (stereo not drawn)	9	3
Cc1cc(N2CCOCC2)nc2ccc(NC(=S)N3CCN(c4ccccc4)CC3)cc12	19	-10
CN(C)CCNc1nc(S(=O)(=O)c2ccccc2)c(Cl)s1	9	-4
Cc1oc(-c2ccccc2)nc1C(=O)OCC(=O)NCc1ccc(F)cc1	-2	-1
COc1ccc(C(=O)NCCS(=O)(=O)N2CCCCCC2)cc1	-4	16
CCn1c(CNC(=O)c2ccc(OC)c(OC)c2)nnc1SCC(=O)c1ccc(OC)cc1	1	-11
CCCC1CCC(=NNS(=O)(=O)c2ccc(C)c([N+](=O)[O-])c2)CC1 (stereo not drawn)	0	10
CN(CC(=O)Nc1ccc(F)cc1)C(=O)c1ccc2ccccc2n1	15	-11
O=C(COC(=O)Cn1cnc2ccccc21)Nc1ccc2c(c1)OCCO2	-4	-2
COc1ccc(C(=O)N2CCCCC2c2cc(C(=O)NCc3cccnc3)no2)cc1 (stereo not drawn)	-6	-11
COc1ccccc1C(=O)NCC(=O)OCC(=O)Nc1ccc2[nH]c(=O)[nH]c2c1	-12	3

Other compounds.
SMILES	H9c2 TAG inh	H9c2 TAG inh DAPI viability
Cc1ccc(S(=O)(=O)N(C)CC(=O)N2CCOCC2)cc1	-6	-17
Cc1cc(C)nc(NCC(O)CNc2ccccc2C)n1 (stereo not drawn)	7	4
CCN(CCn1cccn1)Cc1nc(-c2ccc(OC)cc2)no1	7	-1
C/C(=N\NC(=O)c1cccc(N/N=C(\C)c2ccc([N+](=O)[O-])cc2)c1)c1ccc([N+](=O)[O-])cc1	28	8
O=C(C1CCCN(S(=O)(=O)c2cc(Cl)ccc2Cl)C1)N1CCCC1 (stereo not drawn)	-6	3
Cc1ccc(S(=O)(=O)Nc2ccc(N=Nc3ccc(O)cc3)cc2)cc1	5	-9
CC(=O)N1CCN(Cc2nc3cc(NC(=O)Nc4ccccc4)ccc3n2C)CC1	10	-6
O=C(CSc1ncn[nH]1)NCc1ccccc1	-5	6
C=CCSc1nnc2c(n1)OC(c1cccnc1)N(C(C)=O)c1ccccc1-2 (stereo not drawn)	-4	7
COCc1ccc(CN2CCC(n3nccc3NC(=O)CCOc3ccccc3)CC2)o1	-3	3

Single records, from the list above. Screens in order: H9c2 TAG inh	H9c2 TAG inh DAPI viability
Entry for `O=C(C1CCCN(S(=O)(=O)c2cc(Cl)ccc2Cl)C1)N1CCCC1` (stereo not drawn) = -6	3
Entry for `CCN(CCn1cccn1)Cc1nc(-c2ccc(OC)cc2)no1` = 7	-1
Entry for `Cc1ccc(S(=O)(=O)N(C)CC(=O)N2CCOCC2)cc1` = -6	-17
Entry for `C/C(=N\NC(=O)c1cccc(N/N=C(\C)c2ccc([N+](=O)[O-])cc2)c1)c1ccc([N+](=O)[O-])cc1` = 28	8
Entry for `C=CCSc1nnc2c(n1)OC(c1cccnc1)N(C(C)=O)c1ccccc1-2` (stereo not drawn) = -4	7

Reformatted with bars between the fields: part of the list above
smiles | H9c2 TAG inh | H9c2 TAG inh DAPI viability
O=C(CSc1ncn[nH]1)NCc1ccccc1 | -5 | 6
C=CCSc1nnc2c(n1)OC(c1cccnc1)N(C(C)=O)c1ccccc1-2 (stereo not drawn) | -4 | 7
COCc1ccc(CN2CCC(n3nccc3NC(=O)CCOc3ccccc3)CC2)o1 | -3 | 3

More entries follow:
SMILES	H9c2 TAG inh	H9c2 TAG inh DAPI viability
COCCCNC(=O)c1ccc(Cn2c(=O)c3ccccc3n(Cc3ccccc3C)c2=O)cc1	-2	1
C/C(CCc1oc2ccc(Cl)cc2c1-c1ccc(C)o1)=N\O	-7	-7
CN(C)/C=N/c1ncc(-c2ncc(C(F)(F)F)cc2Cl)cn1	3	-4
CCOC(=O)C1CCCN(C(=O)c2cncc(Br)c2)C1 (stereo not drawn)	-11	1
CCOC(=O)C1=C(COC(=O)[C@@H]2CCCN2S(=O)(=O)c2ccc(C)cc2)NC(=O)NC1C (stereo partly drawn)	2	2
COC(=O)c1cccc(NC(=O)CSc2nnc(C)n2C)c1	0	2
COc1ccccc1NC(=S)N1CCN(C(=O)c2ccco2)CC1	4	-1
O=C1CC2(CCCCC2)CC(=O)N1CCc1ccccc1	-5	3
Cc1ccc(C(C(=O)NC2CCCCC2)N2CCC3(CC2)OCCO3)cc1 (stereo not drawn)	14	-13
CC(C)c1ccc(NC(=O)c2cc(S(=O)(=O)N3CCCCC3)c[nH]2)cc1	4	1
O=C(COC(=O)CNC(=O)c1ccccc1F)Nc1ccc(Cl)cn1	-17	4
O=C(c1ccc(Cl)cc1)c1cnc2ccccn12	-61	7
O=C(c1cc2c(s1)CCC2)N1C(=O)c2ccccc2S1(=O)=O	7	-9
O=C(O)CCNc1nc(-c2ccccc2)nc2ccccc12	1	-2
CCCCc1ccc(S(=O)(=O)Nc2nnc(C)s2)cc1	2	-1
CCN1C(C#N)=C(C#N)N=C(C)CC1(C)C	3	6
Cc1ccc(S(=O)(=O)N2CCCCC2)cc1NC(=O)Cn1cnc2c1c(=O)n(C)c(=O)n2C	-1	5
O=C(Nc1ccc(Nc2ccccc2)cc1)c1ccc(Cl)cc1Cl	-12	0
Cc1ccc(-c2onc3ccc(C4(C)OCCO4)cc23)cc1	5	4
Cc1[nH]c2ccccc2c1-c1nc2ccccc2[nH]1	5	-11
CCCCC(c1nnnn1CCOC)N1CCN(C)CC1 (stereo not drawn)	15	10
O=[N+]([O-])c1ccc(N2CCN(C(=S)Nc3ccccc3)CC2)cc1	-3	-4
CC(C)Nc1nnc(Sc2ccc(Cl)cc2[N+](=O)[O-])s1	-10	2
COc1ccc2cc(C(=O)C3CCCN(C(=O)CCc4ccccn4)C3)ccc2c1 (stereo not drawn)	-8	110
CCCCCn1c(N2CCCC2)nc2c1c(=O)n(C)c(=O)n2C	-10	0
CCCCN(CC)S(=O)(=O)c1ccc2c(c1)n(C)c(=O)c(=O)n2C	-18	-4
O=C(O)C(C(=O)O)=C1C2CC3CC(C2)CC1C3	1	0
Cc1cc(C)nc(/N=C2\NC(=O)CC3C(=O)NCCN23)n1 (stereo not drawn)	14	5
CCCOc1ccc(C(=O)N(Cc2cccs2)C2CCS(=O)(=O)C2)cc1 (stereo not drawn)	-5	4
COc1ccc(-c2nc(C(=O)O)cs2)cc1OC	-19	92
NC(=O)Nc1ccc(C(=O)OCC(=O)N(Cc2ccccc2)C2CCS(=O)(=O)C2)cc1 (stereo not drawn)	-4	2
O=C(CSc1n[nH]c(=O)[nH]c1=O)Nc1ccccc1C(=O)c1ccccc1	-2	-1
O=C(Nc1ccc(F)c(Cl)c1)c1cc(C2CCCCN2C(=O)C2CC2)on1 (stereo not drawn)	-3	7
C/C(=N/N1CCN(c2ccccc2)CC1)c1cccc([N+](=O)[O-])c1	-1	-6
CN(C)CCNC(=O)c1cccc(-c2cnc3c(NC=O)cc(-c4cccs4)cn23)c1	10	13
COc1cc(C2C3CN(C)CC=C3C(C#N)=C(N)C2(C#N)C#N)ccc1OC(C)C (stereo not drawn)	-9	17
O=C(CNc1cc(S(=O)(=O)N2CCOCC2)ccc1N1CCCC1)Nc1ccc(Cl)cc1	2	-2
O=C(NC1CC1)c1ccc(N2CCCCC2)c([N+](=O)[O-])c1	3	-8
Cc1ccc(F)cc1NC(=O)CSCc1c(C)noc1C	6	2
CS(=O)(=O)Nc1ccc(C(=O)Nc2ccccc2C(=O)NCc2ccco2)cc1	-5	-4
CC1(C)CC(=O)C(C2=NC3(CCCCCC3)Cc3ccccc32)=C(O)C1	3	-5
CC(=O)Nc1ccc(S(=O)(=O)NCC(=O)OCC(=O)NC(=O)c2cccn2C)cc1	-2	-6
CN1CC2(Cc3c1ccc1ccccc31)C(=O)OC(C)(C)OC2=O	-11	26
COC(=O)C(=Nc1ccccc1)/C(C(=O)C(=O)N(C)c1ccccc1)=C(\O)c1ccc(Cl)cc1	0	-10
O=C(NCc1ccccc1)c1ccc(Cl)c(NC2=NC3CS(=O)(=O)CC3S2)c1 (stereo not drawn)	6	5
COC(=O)C1=CN(Cc2ccc(OC)c(OC)c2)C=C(C(=O)OC)C1c1ccc(F)cc1	-12	32
CCOc1ccc(Br)cc1CNc1ccc2c(c1)OCCO2	-6	4
CC(C)c1ccc(NC(=O)CSc2nc(=O)n(CCCN3CCOCC3)c3c2CCCC3)cc1	8	-5
COc1ccc(NC(=O)C2Cc3c(-c4ccc(NC(C)=O)cc4)ccnc3O2)cc1 (stereo not drawn)	0	0
CCCOc1ccc(C(=O)NCCN2CCOCC2)cc1	13	-5

Going on with the list.
SMILES	H9c2 TAG inh	H9c2 TAG inh DAPI viability
CCOC(=O)COc1ccc([N+](=O)[O-])cc1	6	-3
COc1ccccc1C(=O)Nc1ccc2c3c(cccc13)CC2	-1	2
CN1CCN(Cc2nc3ccccc3c(=O)n2Cc2nc(-c3ccc([N+](=O)[O-])cc3)cs2)CC1	-5	30
COC(=O)C1SCC2C(=O)N(Cc3ccc(F)cc3)CC(=O)N21 (stereo not drawn)	-11	2
O=C(NC(NNc1ccc([N+](=O)[O-])cc1)(C(F)(F)F)C(F)(F)F)c1ccc(Cl)cc1	-7	1
CC(=O)N1c2c(cc(Br)cc2S(=O)(=O)NCC2COc3ccccc3O2)CC1C (stereo not drawn)	-21	5
Cc1ccc(S(=O)(=O)N2CCN(Cc3cccnc3)CC2)cc1	11	-8
O=C(N/N=C/c1ccc([N+](=O)[O-])cc1)c1ccc2nc[nH]c2c1	4	-15
Cc1nonc1N1CCN(Cc2cn[nH]c2-c2ccc(F)cc2F)CC1	-4	3

Looked up by structure from the list above (three):
SMILES	H9c2 TAG inh	H9c2 TAG inh DAPI viability
Cc1nonc1N1CCN(Cc2cn[nH]c2-c2ccc(F)cc2F)CC1	-4	3
CCOC(=O)COc1ccc([N+](=O)[O-])cc1	6	-3
COc1ccccc1C(=O)Nc1ccc2c3c(cccc13)CC2	-1	2
